TbMetRS inhib: Trypanosoma brucei MetRS inhibition | purified T. brucei MetRS, ATP depletion, Kinase-Glo luminescence | inhibition, % at 11.9 µM | 0.4% of 360,000 active;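 active means inhibition above a per-plate cutoff of the control wells' mean inhibition plus 3 SD, cut at about 5.5% in these data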;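 further: 0% = DMSO wells median and 100% = median of wells with control inhibitor compound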
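System: purified T. brucei MetRS enzyme / Detection: Kinase-Glo luciferase luminescence reporting remaining unconsumed ATP / Medium: HEPES buffer with MgCl2, KCl, DTT, spermine, BSA, pyrophosphatase / Replication: singlicate, one well per compound / Evaluation: percent inhibition relative to median high and low control wells / Schedule: 2 h aminoacylation at 25 °C after 15 min preincubation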
MsrA act: bovine methionine sulfoxide reductase A activation; purified bovine MsrA, absorbance read-out; activation, % at 10.6 µM; 0.3% of 360,000 active; AID 602163; in the data active means activation above about 7.5%;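 further: 0% = vehicle and 100% = reference activator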
CendR NRP1 mod: alters CendR peptide binding to human NRP-1; O14786; FAM-RPARPAR peptide binding to NRP-1, fluorescence polarization; inhibition, % at 25 µM; 0.85% of 360,000 active; AID 602438;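 active means inhibition or corrected inhibition above about 18%, plus a signal ratio from 0.5 to 1.5, limit read from the data, passing the limit was not always enough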; further: strong numbers were not always called active
DNMT1 inh: inhibitors of human DNMT1 | P26358 | DNMT1 molecular beacon, Hinp1I cleavage, fluorescence | inhibition (reported as % activation of signal), % at 10 µM | 0.83% of 360,000 active; in the data active means inhibition above about 50%
LMPTP block: blocks human LMPTP phosphatase; P24666; recombinant LMPTP-A, OMFP fluorogenic substrate, fluorescence intensity; inhibition, % at 20 µM; 0.22% of 360,000 active;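 active means compounds that cut the enzyme signal by at least half of the control window in the single-dose screen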;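 further: plate controls were DMSO wells with enzyme plus substrate for no effect and substrate without enzyme for full effect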
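Assay system: LMPTP-A phosphatase enzyme | Input: 0.625 nM enzyme | Also added: Fluorogenic phosphatase substrate OMFP at 400 µM final | Compound dosing: One test concentration per compound, 20 µM, with 3% DMSO overall | Schedule: 50 min enzyme reaction at room temperature, protected from light | Signal: Fluorescence intensity | Benchmarks: no-enzyme and uninhibited controls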
eLon inh: inhibitors of E. coli Lon protease. P0A9M0. purified E. coli Lon protease, fluorescence polarization. inhibition, % at 7.94 µM. 0.42% of 360,000 active; in the data active means inhibition above about 13%, passing the limit was not always enough;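 further: 0% = enzyme with probe and DMSO and 100% = no enzyme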
Target sequence (P0A9M0 whole entry, looked up): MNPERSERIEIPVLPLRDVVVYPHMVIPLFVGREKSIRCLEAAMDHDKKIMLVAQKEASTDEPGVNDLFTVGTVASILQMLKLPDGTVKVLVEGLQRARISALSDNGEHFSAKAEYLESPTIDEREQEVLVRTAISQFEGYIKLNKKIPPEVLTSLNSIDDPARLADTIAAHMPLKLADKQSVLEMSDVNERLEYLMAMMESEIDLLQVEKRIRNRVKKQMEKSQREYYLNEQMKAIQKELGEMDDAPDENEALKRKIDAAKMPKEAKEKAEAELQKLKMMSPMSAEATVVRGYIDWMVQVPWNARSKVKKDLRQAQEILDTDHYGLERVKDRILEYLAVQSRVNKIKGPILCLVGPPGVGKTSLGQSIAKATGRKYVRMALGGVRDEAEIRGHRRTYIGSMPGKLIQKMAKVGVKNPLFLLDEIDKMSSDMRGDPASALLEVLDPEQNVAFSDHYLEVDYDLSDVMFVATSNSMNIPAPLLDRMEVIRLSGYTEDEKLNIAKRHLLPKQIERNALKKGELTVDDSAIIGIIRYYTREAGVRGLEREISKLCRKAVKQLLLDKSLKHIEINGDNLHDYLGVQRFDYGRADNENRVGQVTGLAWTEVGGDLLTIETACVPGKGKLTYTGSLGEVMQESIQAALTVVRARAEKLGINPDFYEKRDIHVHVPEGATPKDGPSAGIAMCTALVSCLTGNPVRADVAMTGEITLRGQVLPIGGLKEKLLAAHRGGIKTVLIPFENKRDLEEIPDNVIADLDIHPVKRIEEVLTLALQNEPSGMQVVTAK
STEP block: inhibitors of human striatal-enriched phosphatase STEP. P54829. recombinant STEP, OMFP fluorogenic substrate, fluorescence. 0.25% of 360,000 active. inhibition, % at 20 µM. AID 588621;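 active means inhibition at 20 µM, scaled per plate between control wells, above about 37%, limit read from the data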;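 further: 0% = DMSO with enzyme and substrate and 100% = substrate only without enzyme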
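Test system: STEP tyrosine phosphatase / Reagent: OMFP at 25 µM / Doses: 20 µM, 1% DMSO / Read-out: percent inhibition scaled to no-enzyme and uninhibited-enzyme controls, plate-pattern corrected / Detection: FITC-channel fluorescence of OMFP product / Medium: Bis-Tris buffer pH 6.0, 2.5 mM DTT, 0.005% Tween 20 / Schedule: 20 min at room temperature, dark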
Scp-1 inhibitor: Scp-1 (human) phosphatase inhibition; inhibition, % at 20 µM; Q9GZU7; 0.88% of 340,000 active; AID 493091; Recombinant Scp1, phosphopeptide, malachite green phosphate absorbance;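 active means inhibition above about 50% at 20 µM, limit read from the data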;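 further: plate controls were DMSO wells with enzyme for no effect and wells lacking enzyme for full effect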
Target sequence (Q9GZU7 76-261 limits assumed): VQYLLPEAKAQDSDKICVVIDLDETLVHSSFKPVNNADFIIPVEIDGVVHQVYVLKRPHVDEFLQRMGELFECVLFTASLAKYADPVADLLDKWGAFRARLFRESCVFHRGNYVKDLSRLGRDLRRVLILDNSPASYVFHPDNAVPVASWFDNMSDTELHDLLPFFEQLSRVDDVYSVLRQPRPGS
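Test system – truncated SCP-1 phosphatase (76-261aa) · Reagent – Phosphorylated 17-residue peptide substrate · Incubation – 45 min room-temperature reaction, 5 min colour, 30 min stabiliser · Detection – colorimetric phosphate reagent with accelerator and stabiliser, absorbance at 630 nm · Measure – % inhibition at 20 µM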
SUMO1-SIM PPI: alters human SUMO1 binding to SIM partners | P63165 | SUMO1 binding to a labelled peptide, TR-FRET, 1 h | inhibition, % at 20 µM | 0.33% of 360,000 active | AID 602429; in the data active means inhibition above about 37%
Target sequence (P63165 whole entry, looked up): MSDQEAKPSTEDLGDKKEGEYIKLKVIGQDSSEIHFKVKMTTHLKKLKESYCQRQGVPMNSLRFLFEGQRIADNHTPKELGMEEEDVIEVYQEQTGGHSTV
MsrA inhibitor: inhibitors of bovine MsrA. 0.75% of 360,000 active. purified bovine MsrA, absorbance read-out. inhibition, % at 15.5 µM. AID 651718; in the data active means inhibition above about 4.5%;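 further: 0% = vehicle wells with enzyme and 100% = reference inhibitor wells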
* = called active by the depositor; . = no result given.

SMILES | TbMetRS inhib | MsrA act | CendR NRP1 mod | DNMT1 inh | LMPTP block | eLon inh | STEP block | Scp-1 inhibitor | SUMO1-SIM PPI | MsrA inhibitor
Cc1ccc(CN2CCNC(=O)C2CC(=O)NCc2cc(C)n(C)n2)cc1 (stereo not drawn) | 0.1 | -2 | -4 | -1 | -0.2 | 7 | 0 | -7 | 1 | -0.4
CC(=O)c1c(C)[nH]c(C(=O)COC(=O)c2nccnc2N)c1C | -0.3 | -3 | -14 | 4 | -1.0 | 9 | 3 | -9 | -3 | 3.1
COc1ccc(NC(=O)c2ccco2)cc1NC(=O)c1c(OC)cccc1OC | -0.1 | -1 | 8 | 1 | -0.2 | -15 | -2 | -2 | 6 | -0.3
O=C(O)CC1(CC(=O)Nc2ccc(Oc3cccc(C(F)(F)F)c3)nc2)CCCC1 | 2.2 | -11 | -23 | -1 | -0.3 | 15 | -2 | -7 | 17 | -0.9
Cn1c(SCc2ccccc2)nccc1=O | -0.2 | -2 | 7 | 0 | -0.2 | -12 | -2 | 0 | 5 | 0.9
Cc1cccc(/C=N/NC(=O)CC(=O)NCCc2ccccc2)c1 | 0.1 | -5 | 1 | 0 | -0.2 | -1 | 0 | 1 | 5 | -0.1
COc1ccc(OCC(=O)N/N=C2/C=C(C)CC2)cc1 | -0.7 | -3 | 9 | -10 | -1.6 | 1 | -1 | 1 | -4 | 0.6
O=C1c2cccnc2C(=O)N1c1ccccc1-c1ccccc1 | -0.6 | -6 | 3 | 1 | -0.7 | 0 | 6 | -11 | -23 | -0.2
NCCCCCNC(=O)c1[nH]cnc1C(=O)N[C@@H](Cc1ccccc1)C(=O)OCc1ccccc1 | 0.3 | -2 | 9 | 2 | -2.6 | -6 | -1 | -4 | 0 | -0.9
C(=NNC1=NCCN1)c1ccnc2ccccc12 | 0.0 | -5 | 6 | 6 | 0.8 | -5 | 5 | . | -19 | 1.9
CS(=O)(=O)c1ccc(-n2c(=O)n(Cc3ccccc3)c(=O)c3[nH]cnc32)cc1 | 0.7 | -1 | 14 | 1 | -1.3 | 5 | 1 | -4 | -3 | -0.7
N#Cc1c(-c2cccnc2)c2c([nH]c1=S)CCCC2 | -1.6 | -8 | 15 | -3 | -2.0 | -3 | -2 | 10 | -2 | 0.5
Cc1cccc(NS(=O)(=O)c2cccs2)c1 | -0.6 | -6 | 36* | 0 | -1.3 | -7 | -1 | -4 | -6 | 0.4
COC(=O)c1cc(OC)c(OC)cc1NC(=O)CC1CCCCC1 | -0.1 | -1 | 5 | 0 | 1.2 | -3 | 2 | -7 | 1 | 2.4
Cc1ccc(NC(=O)CSc2nc(=O)n(CCN3CCOCC3)c3c2CCCC3)cc1 | 0.2 | 0 | 2 | -2 | -0.1 | -11 | 0 | 0 | 2 | -0.1
CC(=O)c1ccc(S(=O)(=O)NCCC(=O)OCC(=O)N(Cc2ccccc2)C(C)(C)C)cc1 | -0.3 | -5 | -5 | 4 | 1.0 | -10 | 1 | 5 | -7 | -0.6
COc1cc(/C=N\NC(=O)c2ccc(-c3ccccc3)cc2)cc(Br)c1O | -0.8 | -9 | 6 | -3 | 5.4 | 4 | 0 | 5 | -10 | 1.3
O=c1[nH][nH]c(-c2ccccc2)c1C=Nc1ccccc1Cl | 1.6 | -3 | 6 | -7 | 0.6 | -2 | 0 | -8 | -4 | -0.1
CCc1nnc(NC(=O)c2cc(S(=O)(=O)N(CC)CC)ccc2Cl)s1 | -0.8 | -6 | 5 | 0 | 0.0 | -8 | -2 | -6 | 4 | -0.4
COc1ccc(NC(=O)Cc2csc(NC(=O)Nc3ccccc3OC)n2)cc1 | -0.4 | 1 | -13 | -2 | 0.7 | -3 | 0 | . | -3 | -1.0

Compound profiles, as listed above. Order of screens: TbMetRS inhib	MsrA act	CendR NRP1 mod	DNMT1 inh	LMPTP block	eLon inh	STEP block	Scp-1 inhibitor	SUMO1-SIM PPI	MsrA inhibitor
`CS(=O)(=O)c1ccc(-n2c(=O)n(Cc3ccccc3)c(=O)c3[nH]cnc32)cc1` is entered as 0.7	-1	14	1	-1.3	5	1	-4	-3	-0.7
`O=C1c2cccnc2C(=O)N1c1ccccc1-c1ccccc1` is entered as -0.6	-6	3	1	-0.7	0	6	-11	-23	-0.2
`COC(=O)c1cc(OC)c(OC)cc1NC(=O)CC1CCCCC1` is entered as -0.1	-1	5	0	1.2	-3	2	-7	1	2.4

Following part
SMILES | TbMetRS inhib | MsrA act | CendR NRP1 mod | DNMT1 inh | LMPTP block | eLon inh | STEP block | Scp-1 inhibitor | SUMO1-SIM PPI | MsrA inhibitor
Cc1cccc(NC(=S)Nc2cccc3ccccc23)c1 | 0.0 | -2 | 7 | -4 | 0.4 | -4 | 2 | -5 | -10 | 0.2
CNc1ccccc(-c2ccc3cc4c(cc3n2)OCO4)c1=O | -0.6 | -7 | -29 | 5 | 0.0 | 12 | -3 | -30 | -4 | -1.2
COc1ccc(CN([C@H](C)CO)S(=O)(=O)N(Cc2ccccc2)[C@H](CO)C(C)C)cc1 | -0.2 | 0 | 10 | 1 | 2.0 | -2 | -4 | -8 | 4 | 1.6
CC(C)(C)n1nc2c(c1NC(=O)c1cc([N+](=O)[O-])ccc1Cl)CS(=O)(=O)C2 | -0.4 | -3 | -3 | 48 | -1.1 | -1 | -1 | -5 | -26 | 0.8
CCCOc1ccccc1Cn1c(=O)oc2ccc(C)cc21 | -0.4 | 0 | 10 | -6 | 2.7 | 13 | 2 | -16 | -2 | 0.9
CCNc1nc(NCC)n2c(SCC(=O)O)nnc2n1 | 0.2 | 4 | -9 | 0 | 2.4 | 3 | 4 | -1 | -3 | -0.3
CCN(c1ccccc1)S(=O)(=O)c1ccc(OC)c(NC(=O)Cn2cnc3c2c(=O)n(C)c(=O)n3C)c1 | -0.3 | -1 | 8 | -9 | 0.8 | 4 | -1 | 3 | 1 | 0.3
CC(C)CC(=O)Nc1ccc(S(=O)(=O)N2CCCC2)cc1 | -0.4 | -2 | 4 | 0 | -0.1 | 1 | -3 | -6 | 10 | 0.4
CC1N(C)c2cc(NC(=O)c3cccs3)c(P(=O)(Nc3ccc([N+](=O)[O-])cc3)N3CCOCC3)cc2C1(C)C (stereo not drawn) | 0.0 | -4 | -10 | -2 | 4.9 | -2 | 0 | 1 | -2 | 2.6
Cc1ccc(-c2cc(C(F)F)n3ncc(C(=O)NN4CCCCC4)c3n2)cc1 | -0.3 | -3 | 12 | 7 | -0.6 | -2 | 4 | -1 | -4 | -0.4
COc1ccccc1-c1oc2ccccc2c1C#CC1(O)CCCCC1 | -0.4 | 0 | -1 | -5 | 1.3 | -3 | -1 | 89* | 0 | 0.3
CCCCCCCCN1C(=O)[C@H](CC(=O)N2CCCCC2)C[C@@]2(C(=O)OC)CCCCC=C12 | -0.7 | -3 | 3 | . | 2.0 | -8 | . | . | 3 | 0.5
O=C(C=Cc1ccccc1)NCCNC(=O)C=Cc1ccccc1 | -0.4 | -2 | 6 | -3 | -2.1 | 3 | 1 | -3 | 3 | -0.1
CC(C)CCNC(=O)CN(CC1CCCO1)C(=O)CCC(=O)Nc1nccs1 (stereo not drawn) | -2.0 | -9 | 8 | 4 | -0.3 | -11 | -7 | 5 | -3 | 2.3
COC(=O)c1ccc(NC(=O)Cn2nc(C(=O)Nc3ccc(C)cc3)ccc2=O)cc1 | 0.3 | -2 | -17 | 37 | 0.2 | 9 | 4 | -5 | 2 | 0.1
Cc1ccc(C)c(NC(=O)CN2C(=O)NC(C)(c3ccc4c(c3)OCCO4)C2=O)c1 (stereo not drawn) | -0.2 | -1 | -15 | -1 | -1.2 | 2 | 1 | -6 | 5 | 0.4
COc1cc(C)ccc1OCC(=O)Nc1nnc(C2CC2)s1 | -0.5 | 0 | -2 | 2 | 0.0 | 10 | -2 | 3 | -1 | 0.6
COc1ccc(C(=O)Nc2ccc(N3CCCCCC3)cc2)cc1S(=O)(=O)N1CCOCC1 | -0.5 | -4 | 4 | -18 | 2.0 | -9 | -1 | -6 | 8 | 1.0
CCCCN(C)C(=O)c1sc(=O)n(CC(=O)c2ccccc2OC)c1C | 0.1 | 0 | -15 | -3 | 1.1 | -4 | 0 | . | 6 | 1.7
COc1cccc(NC(=O)Nc2ccc(CC(=O)O)cc2)c1 | 0.3 | -2 | -2 | 1 | 1.9 | -6 | 2 | 3 | 2 | 0.0

6 entries from above, with values under each structure.
Under each structure: TbMetRS inhib, MsrA act, CendR NRP1 mod, DNMT1 inh, LMPTP block, eLon inh, STEP block, Scp-1 inhibitor, SUMO1-SIM PPI, MsrA inhibitor
- CCCCCCCCN1C(=O)[C@H](CC(=O)N2CCCCC2)C[C@@]2(C(=O)OC)CCCCC=C12
 : -0.7, -3, 3, ., 2.0, -8, ., ., 3, 0.5
- O=C(C=Cc1ccccc1)NCCNC(=O)C=Cc1ccccc1
 : -0.4, -2, 6, -3, -2.1, 3, 1, -3, 3, -0.1
- CC(C)CCNC(=O)CN(CC1CCCO1)C(=O)CCC(=O)Nc1nccs1 (stereo not drawn)
 : -2.0, -9, 8, 4, -0.3, -11, -7, 5, -3, 2.3
- COC(=O)c1ccc(NC(=O)Cn2nc(C(=O)Nc3ccc(C)cc3)ccc2=O)cc1
 : 0.3, -2, -17, 37, 0.2, 9, 4, -5, 2, 0.1
- Cc1ccc(C)c(NC(=O)CN2C(=O)NC(C)(c3ccc4c(c3)OCCO4)C2=O)c1 (stereo not drawn)
 : -0.2, -1, -15, -1, -1.2, 2, 1, -6, 5, 0.4
- COc1cc(C)ccc1OCC(=O)Nc1nnc(C2CC2)s1
 : -0.5, 0, -2, 2, 0.0, 10, -2, 3, -1, 0.6

The list goes on.
SMILES | TbMetRS inhib | MsrA act | CendR NRP1 mod | DNMT1 inh | LMPTP block | eLon inh | STEP block | Scp-1 inhibitor | SUMO1-SIM PPI | MsrA inhibitor
CCn1cc(C(=O)O)c(=O)c2cc(F)c(N3CCN(C(=S)NC(=O)c4ccc(F)c(F)c4)CC3)cc21 | -0.4 | -13 | -4 | 9 | 52* | 0 | 2 | 6 | 16 | -0.7
C=C1CCC[C@]2(C)C[C@H]3OC(=O)C(CN(C)CC(OC)OC)[C@H]3CC12 (stereo partly drawn) | -0.1 | 8.7* | 3 | 1 | -1.2 | 5 | -3 | -3 | -2 | -0.2
Cc1ccc(-c2csc(NS(=O)(=O)c3cccc(F)c3)n2)o1 | -0.2 | -10 | -98 | 24 | 2.1 | -20 | -2 | 47 | 27 | -0.6
O=C(NNC(=S)NCc1ccc(Cl)cc1)c1cccnc1 | 0.1 | -2 | -12 | 1 | -0.7 | -9 | 4 | -12 | 7 | 0.2
O=C(COc1ccccc1)Nc1ccc([N+](=O)[O-])cc1 | -0.2 | 20* | 4 | 7 | -1.7 | 1 | -1 | -10 | -7 | 2.0

Screening results deposited in PubChem BioAssay by several laboratories.
